High-throughput results (PubChem)
TNF necrop inh – inhibitors of TNF-alpha induced necroptosis in Jurkat FADD-/- cells | Jurkat FADD-/- TNF necroptosis rescue, ATP luminescence, 24 h; 0 = TNF only, 100 = no-TNF cells | activation (protection from cell death), % at 10 µM | actives 0.068% (n = 220,000) | AID 463075;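 active means activation, meaning protection from cell death, of at least 50% relative to plate controls; inactive means activation below 50%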;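 further: necroptosis triggered by 40 ng/mL TNF-alpha added together with compound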
TRPML3 agonist – activates the human TRPML3 channel | HEK293 TRPML3-YFP, Fluo-8 calcium fluorescence; 100% = the carbachol control signal | Q8TDD5 | activation, % at 3 µM | actives 0.29% (n = 220,000);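 active means activation above its plate's cutoff, the mean activation of the plate's test wells plus 3 SD, cut at about 12% in these data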;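 further: 0% = DMSO only wells and 100% = carbachol wells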
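Test system: HEK293 cells stably carrying human TRPML3-YFP; Doses: single dose, 3 µM final nominal compound, 0.3% DMSO final; Schedule: dye loading 1 h 37 °C then 30 min ambient, 125 s read; Technique: Fluo-8 calcium fluorescence; Benchmarks: high control carbachol 87 µM, low control DMSO.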
CHOP inh – blocks CHOP induction under ER stress. CHO-K1 CHOP-promoter luciferase, tunicamycin-induced, 15-18 h. inhibition, % at 10 µM. actives 3.8% (n = 220,000);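 active means compounds that reduced the stress-induced luciferase reporter signal by more than about 70% of percent inhibition, limit read from the data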;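 further: 0% = tunicamycin plus vehicle and 100% = wells without tunicamycin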
Wee1 degr inh – human Wee1 degradation inhibition, primary screen; P30291; HeLa Luc-Wee1K328M stability, luciferase luminescence; 100% = proteasome inhibitor MG132 effect; reporter increase, % at 5 µM; actives 1.2% (n = 220,000); AID 1321;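 active means activation above the mean of all tested compounds plus 3 SD, set per screening run, cut at about 8.8% in these data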;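 further: cells exposed to compound for 20 h before luminescence read; 0% = DMSO alone and 100% = MG132 at 30 µM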
Target sequence (P30291 whole entry K328M): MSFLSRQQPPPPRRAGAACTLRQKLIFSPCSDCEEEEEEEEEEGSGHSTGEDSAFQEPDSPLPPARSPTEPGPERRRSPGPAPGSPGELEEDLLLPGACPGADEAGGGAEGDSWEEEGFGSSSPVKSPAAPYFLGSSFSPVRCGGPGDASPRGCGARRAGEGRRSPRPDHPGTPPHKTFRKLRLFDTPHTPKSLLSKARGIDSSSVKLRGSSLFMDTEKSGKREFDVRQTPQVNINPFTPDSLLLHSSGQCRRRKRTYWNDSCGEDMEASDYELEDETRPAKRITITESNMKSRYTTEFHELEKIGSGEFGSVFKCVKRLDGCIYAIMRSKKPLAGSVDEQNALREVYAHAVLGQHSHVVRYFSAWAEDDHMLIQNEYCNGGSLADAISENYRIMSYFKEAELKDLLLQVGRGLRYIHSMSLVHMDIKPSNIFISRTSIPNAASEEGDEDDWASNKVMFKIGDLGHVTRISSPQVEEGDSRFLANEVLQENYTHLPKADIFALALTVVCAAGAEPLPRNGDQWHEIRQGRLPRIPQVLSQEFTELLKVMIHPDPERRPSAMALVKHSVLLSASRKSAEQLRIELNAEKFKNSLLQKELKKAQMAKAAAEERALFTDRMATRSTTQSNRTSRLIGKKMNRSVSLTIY
RBBP9 inhibitor – blocks human serine hydrolase RBBP9. O75884. recombinant RBBP9, FP-Rh probe fluorescence polarization. inhibition, % at 7.94 µM. actives 0.2% (n = 220,000). AID 1515;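 active means inhibition above the campaign mean of all tested compounds plus 3 SD, cut at about 14% in these data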;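 further: plate controls were DMSO wells with RBBP9 for no effect and wells lacking RBBP9 protein for full effect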
Target sequence (O75884 whole entry, looked up): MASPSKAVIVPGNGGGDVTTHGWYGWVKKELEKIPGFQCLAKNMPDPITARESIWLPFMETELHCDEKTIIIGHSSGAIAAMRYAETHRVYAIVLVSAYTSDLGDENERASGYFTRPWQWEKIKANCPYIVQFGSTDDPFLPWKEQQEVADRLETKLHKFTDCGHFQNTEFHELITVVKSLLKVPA
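Test system: recombinant human RBBP9; Timing: 30 min then 45 min, 25 °C; Detection: fluorescence polarization; Control set: RBBP9 with DMSO as uninhibited control, no-protein wells as full inhibition; Compound dosing: one concentration, 7.94 µM nominal, 0.794% DMSO; Probe or stimulus: FP-Rh activity-based probe, 375 nM before mixing.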
BaF3 parental – parental Ba/F3 viability inhibition as JAK2V617F counter-screen. CellTiter-Glo ATP luminescence. inhibition, % at 5.6 µM. actives 1.1% (n = 220,000). AID 1486;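 active means inhibition above a per-campaign cutoff, the mean inhibition of all tested compounds plus 3 SD, cut at about 27% in these data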;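 further: 0% = DMSO wells and 100% = JAK Inhibitor I control wells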
PPC-1+TRAIL kill – kills PPC-1 cancer cells in the presence of TRAIL | cell killing (% activity), % at 4 µM | PPC-1 cells + TRAIL, ATPLite viability luminescence | actives 0.41% (n = 220,000);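 active means cell killing above 50% in the first pass at 4 µM, then a duplicate retest at 5 µM averaging 50% or more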;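 further: plate controls were cells with TRAIL plus DMSO for no effect and medium-only wells lacking cells for full effect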
TRPN1 ag – agonists of zebrafish TRPN1 channel | activation, % at 3 µM | HEK293 zebrafish TRPN1-YFP, Fluo-8 calcium fluorescence; 100% = response to 87 µM carbachol | AID 1424 | actives 0.18% (n = 220,000);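 active means activation above its plate's cutoff, the mean activation of test wells on that plate plus 3 SD, cut at about 19% in these data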;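 further: 0% = DMSO alone and 100% = 87 µM carbachol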
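Material: zebrafish TRPN1-YFP in HEK293 cells. Doses: one dose of 3 µM, 0.3% DMSO. Incubation: dye 1 h 37 °C plus 30 min RT. Measured by: intracellular calcium fluorescence with Fluo-8.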
Ba/F3 V617F tox – lowers viability of Ba/F3 cells expressing EpoR and JAK2V617F; ATP luminescence; inhibition, % at 5.6 µM; actives 1.1% (n = 220,000);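 active means inhibition above the campaign mean plus 3 SD over all tested compounds, cut at about 24% in these data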;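 further: cytokine-independent growth of Ba/F3 cells driven by EpoR plus mutant JAK2; 0% = DMSO-treated cells and 100% = JAK inhibitor I control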
The depositor's hits bear a star.

What do the screens show for `COc1ccc(-c2cc(=Nc3ccc(C)cc3)c3ccccc3o2)cc1`?
TNF necrop inh: -1.7; TRPML3 agonist: -0.1; CHOP inh: 14.7; Wee1 degr inh: -0.7; RBBP9 inhibitor: -5.5; BaF3 parental: 0.5; PPC-1+TRAIL kill: 2.9; TRPN1 ag: -0.5; Ba/F3 V617F tox: -3.1

How did Cc1cc(C)cc(-n2c(C)cc(/C=N/NC(=O)c3ccncc3)c2C)c1 do in these assays?
TNF necrop inh: -3.9; TRPML3 agonist: -0.2; CHOP inh: 23.2; Wee1 degr inh: -1.9; RBBP9 inhibitor: -8.7; BaF3 parental: 7.0; PPC-1+TRAIL kill: 7.7; TRPN1 ag: -3.1; Ba/F3 V617F tox: 3.5

What do the screens show for `CCCC(=O)Nc1cc(-c2nc3ncccc3o2)ccc1C`?
TNF necrop inh: -0.3; TRPML3 agonist: -0.6; CHOP inh: -16.0; Wee1 degr inh: -0.3; RBBP9 inhibitor: 2.8; BaF3 parental: 4.3; PPC-1+TRAIL kill: 33.2; TRPN1 ag: 1.3; Ba/F3 V617F tox: -2.6

What do the screens show for `COC(=O)c1ccc(NC(=S)NCCc2ccccc2)cc1`?
TNF necrop inh: -1.5; TRPML3 agonist: 6.0; CHOP inh: -10.2; Wee1 degr inh: 1.5; RBBP9 inhibitor: -12.0; BaF3 parental: 4.1; PPC-1+TRAIL kill: -1.4; TRPN1 ag: 12.2; Ba/F3 V617F tox: 3.6

How did CCC(=O)NNc1ncnc2c1cnn2C do in these assays?
TNF necrop inh: 2.0; TRPML3 agonist: 0.9; CHOP inh: 9.9; Wee1 degr inh: 5.5; RBBP9 inhibitor: -8.8; BaF3 parental: 1.6; PPC-1+TRAIL kill: -2.9; TRPN1 ag: 0.2; Ba/F3 V617F tox: -1.6

Results for CCSc1nc2ccccc2n1Cc1cccc([N+](=O)[O-])c1 ?
TNF necrop inh: -6.1; TRPML3 agonist: -1.2; CHOP inh: 34.2; Wee1 degr inh: -0.8; RBBP9 inhibitor: 1.2; BaF3 parental: 4.7; PPC-1+TRAIL kill: 7.5; TRPN1 ag: -1.2; Ba/F3 V617F tox: 1.2

Results for O=C(c1cc2c(s1)CCC2)N1C(=O)c2ccccc2S1(=O)=O ?
TNF necrop inh: -2.2; TRPML3 agonist: 0.9; CHOP inh: 16.8; Wee1 degr inh: -3.2; RBBP9 inhibitor: -8.2; BaF3 parental: -2.8; PPC-1+TRAIL kill: 16.9; TRPN1 ag: 0.4; Ba/F3 V617F tox: -2.9

How did CC(=O)C1=C(c2ccccc2)NC(=S)NC1c1cc(Cl)c(OC(C)C)c(Cl)c1 (configuration not stated) do in these assays?
TNF necrop inh: -7.5; TRPML3 agonist: 4.4; CHOP inh: 33.9; Wee1 degr inh: 0.5; RBBP9 inhibitor: -2.7; BaF3 parental: 10.1; PPC-1+TRAIL kill: 8.6; TRPN1 ag: 15.4; Ba/F3 V617F tox: 6.2

Results for COCc1[nH]nc2c1C(c1ccnc3ccccc13)C(C#N)=C(N)O2 (configuration not stated) ?
TNF necrop inh: -4.1; TRPML3 agonist: 1.1; CHOP inh: 11.7; Wee1 degr inh: -0.9; RBBP9 inhibitor: -8.9; BaF3 parental: 3.9; PPC-1+TRAIL kill: 12.0; TRPN1 ag: 0.6; Ba/F3 V617F tox: 0.1

Results for CCOc1ccccc1N1CCN(C(=S)NC(=O)C23CC4CC(CC(C4)C2)C3)CC1 ?
TNF necrop inh: 0.2; TRPML3 agonist: 0.6; CHOP inh: 32.1; Wee1 degr inh: 4.1; RBBP9 inhibitor: -7.2; BaF3 parental: 7.2; PPC-1+TRAIL kill: -0.1; TRPN1 ag: 1.2; Ba/F3 V617F tox: -0.6

Results for C[C@@H]1NC(=O)c2cc([N+](=O)[O-])cc(I)c2NCC[C@@H](C(N)=O)NC(=O)[C@H](CC(N)=O)NC1=O ?
TNF necrop inh: 1.5; TRPML3 agonist: 1.0; CHOP inh: 2.5; Wee1 degr inh: -3.1; RBBP9 inhibitor: 1.4; BaF3 parental: 9.2; PPC-1+TRAIL kill: -3.5; TRPN1 ag: 0.4; Ba/F3 V617F tox: 1.4

What do the screens show for `CN(C)/C=C1\C(=O)NN=C1C(F)(F)F`?
TNF necrop inh: -1.6; TRPML3 agonist: 0.8; CHOP inh: 9.7; Wee1 degr inh: -1.0; RBBP9 inhibitor: -6.1; BaF3 parental: 1.8; PPC-1+TRAIL kill: -0.1; TRPN1 ag: 1.0; Ba/F3 V617F tox: -1.5

How did Clc1ccccc1C1CC(c2ccccc2)Nc2ncnn21 (configuration not stated) do in these assays?
TNF necrop inh: -1.4; TRPML3 agonist: 0.0; CHOP inh: 92.2*; Wee1 degr inh: -1.2; RBBP9 inhibitor: 4.2; BaF3 parental: 3.3; PPC-1+TRAIL kill: 8.5; TRPN1 ag: 2.1; Ba/F3 V617F tox: 1.6

What do the screens show for `COc1ccccc1CN1C[C@@H]2C[C@@H](c3ccc(C)c(C)c3)N3CCC[C@@]23C1=O`?
TNF necrop inh: 2.1; TRPML3 agonist: -0.5; CHOP inh: 11.5; Wee1 degr inh: -4.0; RBBP9 inhibitor: -8.9; BaF3 parental: 2.9; PPC-1+TRAIL kill: 9.2; TRPN1 ag: -3.0; Ba/F3 V617F tox: -1.4

Results for O=C(Cn1cnc2ccccc2c1=O)N1CCOCC1 ?
TNF necrop inh: -0.7; TRPML3 agonist: 0.3; CHOP inh: 12.9; Wee1 degr inh: 5.3; RBBP9 inhibitor: -0.3; BaF3 parental: -2.2; PPC-1+TRAIL kill: -4.8; TRPN1 ag: 1.3; Ba/F3 V617F tox: -0.6

What do the screens show for `O=S(=O)(Cc1ccccc1Cl)NCCOc1ccccc1`?
TNF necrop inh: 1.4; TRPML3 agonist: -0.3; CHOP inh: 6.5; Wee1 degr inh: 9.0*; RBBP9 inhibitor: 3.8; BaF3 parental: -1.0; PPC-1+TRAIL kill: 23.6; TRPN1 ag: -3.5; Ba/F3 V617F tox: -3.2

Results for O=C(CCn1c(=O)sc2ccccc21)Nc1cccnc1 ?
TNF necrop inh: -1.5; TRPML3 agonist: 0.6; CHOP inh: 14.8; Wee1 degr inh: 0.0; RBBP9 inhibitor: -4.7; BaF3 parental: 0.8; PPC-1+TRAIL kill: 1.8; TRPN1 ag: 1.7; Ba/F3 V617F tox: -4.8

What do the screens show for `COc1ccc2oc(=O)c(C(=O)NCc3ccccn3)cc2c1`?
TNF necrop inh: -1.6; TRPML3 agonist: 0.9; CHOP inh: -11.2; Wee1 degr inh: -1.2; RBBP9 inhibitor: -1.6; BaF3 parental: 3.6; PPC-1+TRAIL kill: 31.2; TRPN1 ag: 1.0; Ba/F3 V617F tox: -0.3

What do the screens show for `Cc1ccc(C(=O)Nc2c(C(=O)NCc3ccco3)cnn2-c2ccccc2)cc1`?
TNF necrop inh: 0.5; TRPML3 agonist: -0.2; CHOP inh: 8.1; Wee1 degr inh: -0.2; RBBP9 inhibitor: 0.6; BaF3 parental: -2.4; PPC-1+TRAIL kill: 7.0; TRPN1 ag: -0.5; Ba/F3 V617F tox: -1.6

What do the screens show for `O=C(CSC1CS(=O)(=O)c2cc([N+](=O)[O-])ccc21)NNC(=O)c1ccccc1` (configuration not stated)?
TNF necrop inh: 0.7; TRPML3 agonist: 0.2; CHOP inh: 11.2; Wee1 degr inh: -0.8; RBBP9 inhibitor: -12.5; BaF3 parental: 2.4; PPC-1+TRAIL kill: -1.1; TRPN1 ag: 1.1; Ba/F3 V617F tox: -3.1

Results for COC(=O)/C(=C/c1ccco1)NC(=O)c1ccccc1 ?
TNF necrop inh: 2.7; TRPML3 agonist: 0.4; CHOP inh: 29.2; Wee1 degr inh: -2.4; RBBP9 inhibitor: -6.6; BaF3 parental: 4.0; PPC-1+TRAIL kill: 20.8; TRPN1 ag: -0.5; Ba/F3 V617F tox: -2.0

Results for CCC(=O)N(C)CCc1cc2c(c(OC)c1/C=N/NC(=O)c1ccncc1)OCO2 ?
TNF necrop inh: 1.2; TRPML3 agonist: 0.1; CHOP inh: -10.6; Wee1 degr inh: -3.7; RBBP9 inhibitor: 6.1; BaF3 parental: 3.5; PPC-1+TRAIL kill: -14.4; TRPN1 ag: 0.2; Ba/F3 V617F tox: -0.2

Results for Cc1cccc(NC(=S)NC(=O)CCc2ccccc2)c1 ?
TNF necrop inh: -1.2; TRPML3 agonist: -0.1; CHOP inh: -22.4; Wee1 degr inh: -0.2; RBBP9 inhibitor: 0.4; BaF3 parental: 0.8; PPC-1+TRAIL kill: -29.6; TRPN1 ag: -1.4; Ba/F3 V617F tox: -2.6

How did CCCc1ccc(/C=C2\C(=O)c3ccccc3C(O)=C2C(=O)OCC)cc1 do in these assays?
TNF necrop inh: -24.9; TRPML3 agonist: 0.1; CHOP inh: 85.8*; Wee1 degr inh: 0.1; RBBP9 inhibitor: -2.2; BaF3 parental: 1.2; PPC-1+TRAIL kill: 12.8; TRPN1 ag: 1.1; Ba/F3 V617F tox: -3.6

What do the screens show for `CC(C)(C)n1ncc2c(=O)n(CC(=O)NCc3ccc(F)cc3)cnc21`?
TNF necrop inh: -6.2; TRPML3 agonist: 0.1; Wee1 degr inh: 2.7; RBBP9 inhibitor: -2.5; BaF3 parental: 6.8; PPC-1+TRAIL kill: 23.4; TRPN1 ag: -0.7; Ba/F3 V617F tox: 1.1

Results for O=C(COC(=O)CC12CC3CC(CC(Br)(C3)C1)C2)NC(=O)NCc1ccco1 ?
TNF necrop inh: 0.0; TRPML3 agonist: 1.4; CHOP inh: 70.8*; Wee1 degr inh: 0.1; RBBP9 inhibitor: -12.7; BaF3 parental: -0.3; PPC-1+TRAIL kill: 7.4; TRPN1 ag: -0.3; Ba/F3 V617F tox: 2.9

How did Cc1cc2oc3c(c(=O)c2cc1C)C(c1ccc(F)cc1)N(CCCN1CCOCC1)C3=O (configuration not stated) do in these assays?
TNF necrop inh: 0.8; TRPML3 agonist: -0.2; CHOP inh: 19.6; Wee1 degr inh: 0.5; RBBP9 inhibitor: -8.7; BaF3 parental: 11.0; PPC-1+TRAIL kill: 2.2; TRPN1 ag: 0.6; Ba/F3 V617F tox: 2.9

How did CCNC(=O)NC(=O)CSc1ccccc1F do in these assays?
TNF necrop inh: 21.3; TRPML3 agonist: 0.6; CHOP inh: 23.1; Wee1 degr inh: -0.4; RBBP9 inhibitor: -6.8; BaF3 parental: 6.0; PPC-1+TRAIL kill: -26.4; TRPN1 ag: 1.4; Ba/F3 V617F tox: 3.7

Results for Cc1ccc(CSc2ccc3nnc(-c4ccccn4)n3n2)cc1 ?
TNF necrop inh: -8.3; TRPML3 agonist: -0.5; CHOP inh: -3.4; Wee1 degr inh: 1.5; RBBP9 inhibitor: -0.6; BaF3 parental: 2.0; PPC-1+TRAIL kill: 20.4; TRPN1 ag: -0.1; Ba/F3 V617F tox: -6.5
